Source: PubChem BioAssay
CHO parental Ca: signal in parental CHO cells, OX1R antagonist counter-screen | parental CHO-K1, ATP-induced calcium, Fluo-8 fluorescence | inhibition, % at 5.6 µM | actives 0.63% (n = 330,000) | AID 463079;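 active = inhibition above that plate's mean sample inhibition plus 3 SD, cut at about 26% in these data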;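 also: 0% = ATP-challenged DMSO wells and 100% = DMSO wells without ATP; some compounds past the cut are filed as inactive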
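test system = CHO parental line | reagent = ATP stimulus | measured by = intracellular calcium via Fluo-8 no-wash fluorescent dye | control set = ATP and no-ATP DMSO wells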
M1 PAM: positive allosteric modulators of human M1 muscarinic receptor | P11229 | CHO-K1 hM1, Fluo-8 calcium fluorescence, ACh EC20; 0% = ACh EC20, 100% = maximal ACh | activation, % at 3 µM | actives 0.088% (n = 360,000); in the data active = activation above about 19%, passing the limit was not always enough
Target sequence (P11229 whole entry, looked up): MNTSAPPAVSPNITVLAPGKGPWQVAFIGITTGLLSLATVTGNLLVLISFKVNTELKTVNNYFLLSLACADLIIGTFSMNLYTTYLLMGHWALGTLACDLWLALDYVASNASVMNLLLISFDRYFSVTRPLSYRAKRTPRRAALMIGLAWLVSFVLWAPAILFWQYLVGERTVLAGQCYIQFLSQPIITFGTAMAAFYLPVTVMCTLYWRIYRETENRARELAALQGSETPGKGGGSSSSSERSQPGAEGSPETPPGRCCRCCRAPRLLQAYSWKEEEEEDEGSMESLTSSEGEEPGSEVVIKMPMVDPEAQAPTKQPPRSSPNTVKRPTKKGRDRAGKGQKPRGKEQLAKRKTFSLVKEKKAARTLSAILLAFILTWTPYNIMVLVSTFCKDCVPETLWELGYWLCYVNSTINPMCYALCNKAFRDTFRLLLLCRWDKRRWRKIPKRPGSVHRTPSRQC
OXTR potentiate: potentiators of human oxytocin receptor; AID 2445; P30559; activation, % at 3 µM; CHO-OTR cells, Fluo-8 calcium fluorescence, potentiator mode; 0% = oxytocin EC15, 100% = EC100; actives 0.061% (n = 320,000);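 active = activation above that plate's cutoff, the mean activation of tested compounds plus 3 SD, cut at about 6.6% in these data, passing the limit was not always enough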;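 also: 100% uses oxytocin at 75 nM as the full agonist control; some results filed as inactive read as strong as hits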
Target sequence (P30559 whole entry, looked up): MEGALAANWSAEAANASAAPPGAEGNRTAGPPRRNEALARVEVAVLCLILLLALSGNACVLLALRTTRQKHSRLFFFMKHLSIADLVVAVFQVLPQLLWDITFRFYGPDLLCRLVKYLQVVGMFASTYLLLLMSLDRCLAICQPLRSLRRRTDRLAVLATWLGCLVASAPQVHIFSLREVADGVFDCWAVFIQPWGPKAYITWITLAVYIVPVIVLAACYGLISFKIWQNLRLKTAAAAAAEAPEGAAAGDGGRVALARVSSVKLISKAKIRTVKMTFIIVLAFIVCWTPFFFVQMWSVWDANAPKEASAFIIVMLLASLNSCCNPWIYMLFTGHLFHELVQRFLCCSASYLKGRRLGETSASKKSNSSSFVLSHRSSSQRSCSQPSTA
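Assay system: CHO-OTR cells, human receptor / Also added: oxytocin at about EC15, sub-maximal agonist stimulus / Dosing: single dose, 3.0 µM nominal final compound concentration / Incubation: 6 min pre-incubation, 100 s read / Technique: Fluo-8 calcium dye fluorescence / Read-out: % activation vs EC15 and EC100 oxytocin / Benchmarks: EC15 oxytocin low, 75 nM oxytocin high / Replicates: singlicate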
TAAR1 ag: agonists of human TAAR1; CHO RD-HGA16 TAAR1, Fluo-8 calcium fluorescence; vehicle wells 0%, saturating PEA agonist 100%; activation, % at 3 µM; actives 0.99% (n = 360,000);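 active = activation above the mean activation of all test compounds in the run plus 3 SD, cut at about 38% in these data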
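Repeats: no replicates (n 1) | Material: CHO-derived RD-HGA16 cells with stable Gα16 and human TAAR1 | Technique: Kinetic Fluo-8 calcium fluorescence | Schedule: 17-24 h seeding, 75 min 37 °C dye, 30 min RT | Evaluation: % activation from peak over basal fluorescence ratio, DMSO-to-PEA scaled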
CHRM1 antagonist: human CHRM1 antagonism | inhibition, % at 3 µM | CHO-K1 hM1, Fluo-8 calcium fluorescence, ACh EC80 antagonist | AID 588852 | actives 1.3% (n = 360,000);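 active = percent inhibition above its own plate's cutoff, namely the mean of that plate's compound wells plus 3 SD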;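 also: peak over basal fluorescence ratio during 140 s after agonist addition; 0% = ACh EC80 plus DMSO and 100% = DMSO alone without agonist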
TAAR1 antagonist: human TAAR1 antagonism; actives 1.5% (n = 360,000); inhibition, % at 3 µM; Q96RJ0; CHO RD-HGA16 TAAR1, Fluo-8 calcium fluorescence, antagonist;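 active = inhibition above a per-plate cutoff, the mean inhibition of test compounds on that plate plus 3 SD, cut at about 49% in these data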;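 also: 0% = DMSO plus EC80 beta-PEA response and 100% = DMSO alone without agonist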
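System: CHO RD-HGA16 cells bearing hTAAR1. Reagent: EC80 β-phenethylamine stimulus. Schedule: seeding 17-24 h prior, 75-min 37 °C, 30-min RT dye loading. Signal: Fluo-8 intracellular calcium dye fluorescence, real-time kinetic reads. Read-out: % inhibition from peak post-agonist over basal fluorescence ratio. Benchmarks: vehicle wells and EC80 agonist wells. Replicates: n of 1.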
OXTR ag: human OXTR agonism; CHO-OTR cells, Fluo-8 calcium fluorescence; normalized: DMSO 0%, oxytocin 100%; activation, % at 3 µM; actives 0.32% (n = 320,000);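 active = activation above the mean of all tested compounds plus 3 SD, cutoff set per screening run, cut at about 20% in these data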;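 also: peak over basal fluorescence ratio from a 100 s FLIPR kinetic read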
M1 ag: activates human CHRM1 receptor | P11229 | CHO-K1 hM1, Fluo-8 calcium fluorescence, agonist mode; 0% DMSO, 100% acetylcholine EC100 | activation, % at 3 µM | actives 0.33% (n = 360,000);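 active = activation above the run's mean compound activation plus 3 SD, cut at about 16% in these data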;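 also: peak over basal fluorescence ratio within a 140 s kinetic read after compound addition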
V1aR counter: counter-screen for oxytocin receptor agonists: human V1a receptor agonists; actives 0.25% (n = 320,000); activation, % at 3 µM; CHO-V1R cells, Fluo-8 calcium fluorescence, agonist mode; 0% DMSO, 100% 3 nM vasopressin; P37288;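 active = activation above the mean activation of all tested compounds plus 3 SD, per screening run, cut at about 20% in these data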;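 also: signal is peak over basal fluorescence ratio across a 100 second FLIPR read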
Active calls of the source: *; / = no result given.

SMILES | CHO parental Ca | M1 PAM | OXTR potentiate | TAAR1 ag | CHRM1 antagonist | TAAR1 antagonist | OXTR ag | M1 ag | V1aR counter
Cc1ccc(-c2n[nH]c(=S)n2/N=C/c2ccc(C)o2)cc1 | -9 | 9 | 3 | -3 | -9 | -15 | -2.6 | -8 | -0.8
COC(=O)COc1ccc(C(C2C(=O)CC(C)(C)CC2=O)C2C(=O)CC(C)(C)CC2=O)cc1 | -6 | 9 | -2 | 1 | -9 | -7 | 0.3 | -5 | 0.1
C/C(=N\NC(=O)c1ccccc1-n1cccc1)c1ccccn1 | / | 1 | / | 3 | -7 | -13 | / | -3 | /
Cc1cccc(-c2nnc(-c3cccc(NC(=O)Cc4cccs4)c3)o2)c1 | 25 | -13 | -16 | 11 | 23 | 74* | 1.3 | -2 | 1.1
COc1ccc(C(=O)OCC(=O)N2C(C)CCCC2C)cc1S(=O)(=O)N1CCOCC1 (stereo not drawn) | -16 | 6 | 2 | 2 | 1 | -4 | 3.4 | -1 | 1.5
Oc1ccc(Br)cc1CNc1cnc2ccccc2c1 | -9 | -4 | -12 | 5 | 5 | 44 | 6.2 | -3 | 2.6
COc1ccc(N2CCN(C(=O)CCNS(=O)(=O)c3cc(Br)cnc3N)CC2)cc1 | -12 | -17 | -9 | / | 24 | / | 1.4 | -3 | 1.5
O=C(O)CN1CCCCC1 | -7 | 0 | -17 | 1 | 10 | -8 | 0.3 | -2 | 1.1
COC(=O)C1=C(C(=O)c2ccccc2)C(c2cccs2)n2nnnc2N1 (stereo not drawn) | 0 | 8 | -8 | 3 | -9 | -18 | 0.4 | -2 | 11
Cc1[nH]c2ccccc2c1/C=N/NC(=O)CNC(=O)Cc1ccccc1 | -11 | 6 | -12 | 2 | -2 | -7 | -0.7 | -2 | -0.8
COc1ccc(S(=O)(=O)N2CCOCC2)cc1NC(=O)COC(=O)c1oc2ccccc2c1C | -12 | 9 | 0 | 0 | 5 | 2 | 0.0 | -2 | 0.6
Cn1ncc(Cl)c1C(=O)Nc1nnc(C2CC2)s1 | -7 | 7 | -1 | 0 | -6 | -6 | 0.3 | -3 | 1.4
COc1ccc(CCNC(=O)Cn2nnc(-c3ccc(N4CCOCC4)cc3)n2)cc1OC | -2 | -1 | -2 | -2 | -3 | 8 | 1.4 | -3 | 0.8
O=C(COc1ccc2ccccc2c1)NCC(=O)N/N=C/c1ccco1 | -14 | 1 | -5 | 5 | 2 | -5 | 4.5 | 0 | 4.3
Cc1ccc(/C=N/NC(=O)c2ccc3nc[nH]c3c2)s1 | 9 | -2 | -5 | 2 | 10 | 14 | -0.1 | -2 | 0.7
CCOC(=O)C1(C)CCN1C(=O)c1ccc(Cl)nc1 (stereo not drawn) | / | 3 | / | 2 | -10 | -8 | / | 1 | /
Cc1cc(Cl)ccc1OCC(=O)N/N=C1\CC2C=CCC12 (stereo not drawn) | 2 | 5 | -6 | 6 | -14 | -10 | 0.7 | -3 | 0.8
CCCCCCC1CC(CSC(=N)N)OC1=O (stereo not drawn) | -10 | -6 | -7 | 13 | 14 | -24 | 0.8 | -5 | 1.6
C=C1c2ccccc2NC(=O)N1c1ccc(OC)cc1 | -2 | 8 | -7 | 4 | -6 | -19 | 0.8 | -6 | 1.4
O=C(NNS(=O)(=O)c1ccc(CCCl)cc1)C(O)(c1ccccc1)c1ccccc1 | -10 | 9 | -11 | 11 | -14 | -6 | -0.6 | -2 | 1.0
CCn1nnc(-c2ccccc2NC(=O)c2cc(OC)c(OC)c(OC)c2)n1 | -22 | 10 | -8 | 9 | -1 | 19 | -1.3 | 2 | -1.4
CCCCNC(=O)c1nc2ncc(Br)cn2n1 | -8 | 7 | -3 | 6 | -12 | 6 | 0.0 | -5 | -0.6
CC(=O)n1cc(C2C(=O)CCCC2=O)c2ccccc21 | -7 | 1 | -8 | 3 | -16 | -16 | 0.0 | -1 | 0.4
Cc1ccc2nsnc2c1S(=O)(=O)NCCc1c(C)[nH]c2ccc(F)cc12 | -6 | 0 | -6 | 2 | 5 | 11 | 0.2 | 6 | -0.3
Cc1ccn2cc(CCNS(=O)(=O)c3ccc4c(c3)OCCO4)nc2c1 | -5 | 5 | -3 | 0 | -17 | 7 | 0.1 | -6 | -0.1
COC(=O)C[C@H]1C[C@@H]2c3cc(NC(=O)CN(C)C)ccc3O[C@@H]2[C@H](CO)O1 | / | 9 | / | 3 | -19 | -4 | / | -1 | /
COc1cc(OC)c(OC)cc1/C=C1\Oc2cc(OS(C)(=O)=O)ccc2C1=O | -5 | -3 | -7 | 14 | 2 | 1 | 17 | 4 | 21*
CCCCNC(=S)Nc1ccc(SC(F)F)cc1 | 26 | -8 | -8 | 3 | 25 | -15 | 10 | -2 | 6.3
CCC(=O)Nc1c(C(=O)Nc2ccc3c(c2)OCCO3)oc2ccccc12 | -17 | 6 | -10 | -3 | 0 | -29 | -2.3 | -2 | -1.3
Cc1cc(C)c(S(=O)(=O)N2CCC(C(=O)OCc3c(C)noc3C)CC2)c(C)c1 | -22 | -8 | -8 | 6 | 11 | 14 | 1.5 | -3 | 2.3
O=[N+]([O-])c1ccc(Cl)c(-c2ccc(/C=N/c3c(-c4ccco4)nc4ccccn34)o2)c1 | 0 | 9 | -9 | 3 | -9 | -25 | -1.2 | -3 | 0.2
CN1CCN(C(=S)NC(=O)c2ccc(-c3ccccc3)cc2)CC1 | -5 | 6 | 0 | 6 | -5 | 23 | -0.5 | -2 | 1.7
O=C(Nc1ccc(Br)cc1)c1ccc2c(c1)OCO2 | 21 | -7 | -11 | 4 | 18 | -4 | 0.5 | -5 | 3.0
Cc1ccc(C(=O)N/C(=C/c2ccc(-c3cccc([N+](=O)[O-])c3)o2)C(=O)NC(C)C)cc1 | -31 | 6 | -5 | 3 | -12 | 44 | -2.0 | 2 | 1.6
CCc1nnc(NC(=O)C2CC(=O)N(CCc3ccc(F)cc3)C2)s1 (stereo not drawn) | -3 | 6 | 3 | 0 | -7 | 9 | 1.4 | -8 | -0.4
COCOc1cccc(CN2CCC2(C)C(=O)Nc2ccc(C)c(O)c2)c1 (stereo not drawn) | / | 2 | / | -1 | -9 | 2 | / | -2 | /
COc1ccc(CCNC(=O)c2noc(C(C)C)c2[N+](=O)[O-])cc1OC | -5 | 6 | -19 | 0 | -12 | 9 | 0.0 | -3 | 1.2
Cc1ccccc1Cn1nnc2c1C(=O)c1ccccc1C2=O | -11 | 7 | 6 | 11 | -4 | 9 | 0.5 | -4 | 0.0
Cc1ccc(N2C(=O)C(F)(F)C2c2ccccc2)cc1 (stereo not drawn) | 0 | 0 | -18 | 10 | -6 | -7 | -1.9 | -4 | -1.3
CC(C)(C)NC(=O)C1CCC(CNc2c(N3CCCCC3)c(=O)c2=O)CC1 (stereo not drawn) | 14 | 15 | -18 | 4 | -3 | -20 | 0.2 | 2 | 0.7
CC(C)Oc1ccc(C(=O)NC2(C(F)(F)F)NC(=O)N(CCCc3ccccc3)C2=O)cc1 (stereo not drawn) | -17 | -18 | -9 | 3 | 23 | 9 | -1.7 | -9 | 0.4
COc1ccccc1N1CCN(C(=O)Cn2ncc3c([nH]c4ccccc43)c2=O)CC1 | -8 | 2 | -5 | 5 | -7 | -28 | 0.9 | -1 | 2.1
CN(C(=O)c1cccc(NC(=O)Cc2ccc(NC(=O)C3CCCN(C(=O)C4CCC4)C3)cc2)c1)C1CCC1 (stereo not drawn) | / | 5 | / | 1 | -7 | -18 | / | -6 | /
N#Cc1ccsc1NC(=O)COc1ccc(-c2nnco2)cc1 | -3 | 1 | -7 | 2 | -27 | 12 | 0.5 | -2 | 3.9
CCC(C)(C(=O)NC1CCCC1)N(CC1CCCO1)C(=O)c1ccc2c(c1)OCO2 (stereo not drawn) | -4 | -1 | 1 | 8 | 15 | -3 | 0.2 | -3 | 0.4
O=C(O)Cc1ccc(Nc2cnn(C34CC5CC(CC(CC(=O)O)(C5)C3)C4)c(=O)c2Cl)cc1 | -11 | 2 | -9 | 2 | 6 | 4 | 0.1 | -1 | 0.9
CSc1ccccc1NC(=O)CN1CC(C)OC(C)C1 (stereo not drawn) | 5 | 6 | -1 | 1 | 2 | 20 | 0.4 | 0 | 0.0
O=C(NC1CCCc2ccccc21)C1CCN(c2nnc(-n3cccc3)s2)CC1 (stereo not drawn) | -15 | 3 | -1 | -2 | -13 | -5 | -1.4 | -10 | -1.5
COc1ccc(N2CCN(c3cncc(C)n3)CC2)cc1 | / | -6 | / | 3 | 8 | -8 | / | -1 | /
O=S(=O)(c1ccc(N2CCCC2)nc1)N1CCCC1 | -10 | 2 | -7 | 2 | -1 | -2 | 1.9 | -6 | 0.6
COCCNC(=O)CSc1nc2ccccc2c(=O)n1CCC(=O)NCCc1ccc(OC)c(OC)c1 | -13 | -1 | -4 | 1 | 2 | -6 | 0.0 | -4 | 0.2
COc1ccc2c(c1)CC/C(=C\c1ccc(C)o1)C2=O | -18 | 15 | -7 | -1 | -10 | -23 | -2.6 | -2 | -0.7
CCCCCCSc1cc(C)nc2ncnn12 | -12 | -12 | -9 | -1 | 5 | -24 | 1.4 | 0 | 5.2
COc1cc(NC(=S)NCc2cccnc2)cc(OC)c1OC | 2 | 5 | -17 | 4 | -10 | 17 | -0.9 | -6 | -0.5
Cc1ccc2oc(C(=O)NCC(c3ccco3)N3CCCC3)c(C)c2c1 (stereo not drawn) | -43 | 7 | -9 | 4 | -5 | -8 | -0.6 | -4 | 0.0

Reformatted: results already given.
| Molecule | CHO parental Ca | M1 PAM | OXTR potentiate | TAAR1 ag | CHRM1 antagonist | TAAR1 antagonist | OXTR ag | M1 ag | V1aR counter |
| --- | --- | --- | --- | --- | --- | --- | --- | --- | --- |
| O=C(O)Cc1ccc(Nc2cnn(C34CC5CC(CC(CC(=O)O)(C5)C3)C4)c(=O)c2Cl)cc1 | -11 | 2 | -9 | 2 | 6 | 4 | 0.1 | -1 | 0.9 |
| CSc1ccccc1NC(=O)CN1CC(C)OC(C)C1 (stereo not drawn) | 5 | 6 | -1 | 1 | 2 | 20 | 0.4 | 0 | 0.0 |
| Cc1ccc2oc(C(=O)NCC(c3ccco3)N3CCCC3)c(C)c2c1 (stereo not drawn) | -43 | 7 | -9 | 4 | -5 | -8 | -0.6 | -4 | 0.0 |
| N#Cc1ccsc1NC(=O)COc1ccc(-c2nnco2)cc1 | -3 | 1 | -7 | 2 | -27 | 12 | 0.5 | -2 | 3.9 |
